HIV fusion peptide – inhibitors of HIV fusion peptide binding, primary screen, biochemical, uHTS, fluorescence dequenching (AID 1986). cell-free peptide binding, fluorescence dequenching, 30 min; higher % means a stronger effect. inhibition, % at 20 µM, or IC50 in µM where a hit was titrated. actives 0.3% (n = 290,000); in the data active means inhibition mostly above about 52%, no sharp cut-off; inactive means mostly below about 76%; further: some results filed as inactive read as strong as hits
AID2073 – inhibitors of Mint1-CaV2.2 protein interaction, biochemical, HTRF (AID 2073) | actives 0.19% (n = 290,000) | inhibition, % at 20 µM; hits with a dose series show IC50 in µM | HTRF protein-protein interaction, Mint1-CaV2.2; higher % means a stronger effect | Voltage-dependent N-type calcium channel subunit alpha-1B (Homo sapiens); in the data active means inhibition mostly above about 51%, no sharp cut-off; inconclusive means no clear call, values can overlap the other calls; inactive means mostly below about 53%; further: some results filed as inactive read as strong as hits
NS5 inhibitors – Dengue-2 NS5 methyltransferase inhibitors, primary screen, biochemical, confirmation dose response (AID 588689); Genome polyprotein (Dengue virus type 2 (strain 16681-PDK53)); Dengue-2 NS5 methyltransferase capping enzyme assay, biochemical; higher % means a stronger effect; one-dose inhibition, % at 25 µM; IC50 in µM for titrated hits; actives 0.3% (n = 340,000); in the data active means a potency from the dose series; inconclusive means inhibition above about 29% without an active follow-up result
XIAP antagonists – XIAP antagonists, biochemical, IAP family, fluorescence polarization (AID 1018). XIAP BIR domain, fluorescence polarization peptide displacement; higher % means a stronger effect. displacement, % at 20 µM; hits with a dose series show IC50 in µM. actives 0.007% (n = 200,000); in the data active means displacement above about 50%; further: a part of the inactive calls stands beside numbers as strong as those of hits
SIAH1 antagonists – Siah-1 peptide-binding antagonists, primary screen, biochemical, fluorescence polarization, rhodamine-plectin, uHTS (AID 1817); E3 ubiquitin-protein ligase SIAH1 (Homo sapiens); Siah-1 / rhodamine-plectin peptide fluorescence polarization; higher % means a stronger effect; one-dose displacement, % at 20 µM; IC50 in µM for titrated hits; actives 0.02% (n = 290,000);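 active means displacement of at least 50% at 20 µM, with a fluorescence ratio check between 0.3 and a set limit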;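 further: plate controls were Siah plus tracer with DMSO for no effect and tracer alone without Siah for full effect; strong numbers were not always called active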
Large T inhibition – SV40 large T antigen inhibitors, biochemical (AID 1903) | SV40 large T antigen ATPase/helicase inhibition assay; higher % means a stronger effect | one-dose inhibition, % at 20 µM; IC50 in µM for titrated hits | actives 0.39% (n = 310,000); in the data active means a potency from the dose series; inconclusive means inhibition mostly from about 32% at the one dose, without a potency; inactive means the rest, 99 in 100 with inhibition below about 32%; further: strong numbers were not always called active
MgcRacGAP inhibition – MgcRacGAP GTPase-activating activity inhibitors, confirmation, biochemical, ADP Hunter fluorescence | AID 624330, 2012 | Rac GTPase-activating protein 1 (Homo sapiens) | MgcRacGAP-stimulated Rac1 GTP hydrolysis, ADP Hunter fluorescence; higher % means a stronger effect; GST-tagged Rac1 F28L mutant substrate | one-dose inhibition, % at 30 µM; IC50 in µM for titrated hits | actives 0.6% (n = 340,000);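 active means first-screen hits whose inhibition reached a set limit at any dose in the follow-up dose series; inconclusive means inhibition above the set first-screen limit but never retested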;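 further: fluorescence reports GDP produced by GAP-driven GTP hydrolysis; strong numbers were not always called active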
RSV antiviral HEp-2 – RSV antiviral activity via CPE protection, HEp-2 cells, primary 10 µM value included (AID 2391); one-dose CPE inhibition, % at 10 µM; IC50 in µM for titrated hits; actives 0.13% (n = 310,000); HEp-2 cells, RSV-induced CPE inhibition; higher % means a stronger effect; in the data active means a potency from the dose series; inconclusive means CPE inhibition mostly from about 23% at the one dose, without a potency; inactive means the rest, 99 in 100 with CPE inhibition below about 21%; further: strong numbers were not always called active
LYP inhibition – inhibitors of LYP phosphatase, biochemical, fluorescence intensity, uHTS (AID 1779). one-dose inhibition, % at 11.5 µM; IC50 in µM for titrated hits. actives 0.054% (n = 290,000). Tyrosine-protein phosphatase non-receptor type 22 (Homo sapiens). recombinant LYP phosphatase, fluorescence intensity; higher % means a stronger effect; in the data active means inhibition above about 50%;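 further: plate controls were vehicle with enzyme for no effect and no enzyme for full effect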
NS5 inhibitors pilot replicate – also measured in NS5 inhibitors; calls as there; inhibition, %; measured here: pilot screen replicate inhibition
The depositor's hits bear a star; ? = inconclusive; . = not tested or not shown.

SMILES | HIV fusion peptide | AID2073 | NS5 inhibitors | XIAP antagonists | SIAH1 antagonists | Large T inhibition | MgcRacGAP inhibition | RSV antiviral HEp-2 | LYP inhibition | others
CC1CCCN(C(=O)CCNS(=O)(=O)c2ccc3c(c2)oc(=O)n3C)C1 (stereo not drawn) | -1.0% | 19% | -4% | . | 8% | 7% | 8% | 0.1% | -7%
COC(=O)C1=C(SC)N(c2ccc(OC)cc2)C(c2ccccc2)CC1=O (stereo not drawn) | 1.3% | -10% | 4% | 0.2% | 2% | 4% | 2% | 0.9% | 4%
CCN(CC)CCNC(=O)c1ccc(NC(=O)c2ccc(S(=O)(=O)N3CCCCCC3)cc2)cc1 | . | . | -4% | . | . | 26% | 5% | -2.9% | .
CC(=O)Nc1ccc(NC(=O)CS(=O)(=O)c2cn(CC(=O)N3CCC(C)CC3)c3ccccc23)cc1 | -0.5% | 1% | 0% | . | -6% | 21% | 5% | 0.9% | -8%
CCCOc1ccc(CNC(=O)C2CCN(c3nn4c(=O)cc(C)nc4s3)CC2)cc1 | 0.4% | 4% | -3% | . | 16% | 12% | 11% | ? | -6%
C=CCn1c(SCC(=O)N(C)c2c(N)n(Cc3ccccc3)c(=O)[nH]c2=O)nnc1-c1ccccc1OC | -0.8% | -2% | -1% | . | -1% | 5% | -8% | 1.5% | -10%
CC(C)(C)c1ccc(-n2nc(C#N)c(Cl)cc2=O)cc1 | -2.8% | -4% | . | -6.0% | 10% | 8% | . | . | -1%
Cc1ccc(NC(=O)c2cc3ccccc3o2)nc1 | . | . | 0% | . | . | 14% | 5% | 2.5% | .
CCCSCCCNC(=O)c1ccc(NC(=O)C2=CSCCO2)cc1 | 1.7% | 3% | -11% | . | 12% | 2% | 6% | 2.4% | -7%
COc1cc(C(=O)NCC(C)C)c([N+](=O)[O-])cc1OC | 1.9% | 2% | -3% | -2.5% | 7% | 7% | 4% | 0.2% | 1%
Cc1ccc(/C=N/N2CCN(Cc3ccccc3)CC2)s1 | -2.3% | -22% | -5% | -5.7% | -6% | 8% | 7% | 4.6% | -1%
CCc1nc2n[nH]c(N)c2c2c1CSC(C)(C)C2 | 1.7% | 2% | 0% | -1.6% | 2% | 1% | 8% | 1.2% | 0%
CCCOc1cccc(C(=O)NCCNC(=O)c2ccco2)c1 | 0.8% | 11% | 4% | . | 15% | 0% | 2% | -0.9% | -8%
COCc1nnc(NC(=O)CS(=O)(=O)c2ccc(C)cc2)s1 | 0.5% | -11% | 1% | . | 8% | -5% | 5% | 0.6% | -10%
Cc1cccc2cc(C#N)c(SCC(=O)NNC(=O)Cc3ccccc3)nc12 | -1.0% | 31% | 6% | -3.3% | 2% | 0% | -9% | -0.9% | -2%
CCc1ccc(NC(=O)CSc2nc(=O)n(CCCN(C)C)c3c2CCC3)cc1 | . | . | -2% | . | . | 3% | 5% | -1.2% | .
[O-][n+]1c2c(nn1-c1ccccc1)/C(=N/O)CCC2 | 1.1% | 0% | 1% | -2.3% | 19% | 10% | 14% | 0.8% | -3%
CN(C)c1cccc(C(=O)NNC(=O)CSc2ccccc2)c1 | -4.1% | 7% | 0% | . | 4% | 0% | 9% | 4.0% | -11%
COc1cccc(CSc2nc3ccccc3[nH]2)c1 | 3.4% | 7% | -5% | -4.1% | 4% | 9% | 11% | 9.2% | 0%
O=C(O)CSc1nnc(-c2ccncc2)n1C1CCCCC1 | -1.0% | -10% | -6% | -1.0% | 6% | 1% | 3% | 0.6% | -1%
CSc1ccc(C(=O)C2CCCN(C(=O)c3cccnc3SC)C2)cc1 (stereo not drawn) | -1.4% | 0% | 4% | -6.4% | 10% | 3% | 15% | 5.9% | -8%
Cc1ccc(C)c(N2CCN(S(=O)(=O)c3ccc4c(c3)oc(=O)n4C)CC2)c1 | 5.4% | -10% | 3% | -4.7% | 4% | -9% | 7% | 5.2% | -2%
COc1cc([N+](=O)[O-])ccc1NC(=O)CSc1n[nH]c(C(C)C)n1 | -1.2% | 0% | -7% | -6.9% | 2% | 8% | -1% | 7.8% | -5%
Cc1ccc2nc(SCC(=O)N3CCCC3)nc(=O)n2c1 | . | . | 5% | . | . | 3% | 1% | 2.2% | .
O=C(/C=C/c1ccc(Cl)cc1)N1CCN(c2ccccn2)CC1 | 1.7% | -5% | -4% | -3.1% | 13% | 10% | 4% | 0.3% | -9%

Overlap with the part before: four compounds, then new ones.
SMILES | HIV fusion peptide | AID2073 | NS5 inhibitors | XIAP antagonists | SIAH1 antagonists | Large T inhibition | MgcRacGAP inhibition | RSV antiviral HEp-2 | LYP inhibition | others
Cc1ccc(C)c(N2CCN(S(=O)(=O)c3ccc4c(c3)oc(=O)n4C)CC2)c1 | 5.4% | -10% | 3% | -4.7% | 4% | -9% | 7% | 5.2% | -2%
COc1cc([N+](=O)[O-])ccc1NC(=O)CSc1n[nH]c(C(C)C)n1 | -1.2% | 0% | -7% | -6.9% | 2% | 8% | -1% | 7.8% | -5%
Cc1ccc2nc(SCC(=O)N3CCCC3)nc(=O)n2c1 | . | . | 5% | . | . | 3% | 1% | 2.2% | .
O=C(/C=C/c1ccc(Cl)cc1)N1CCN(c2ccccn2)CC1 | 1.7% | -5% | -4% | -3.1% | 13% | 10% | 4% | 0.3% | -9%
O=C(O)c1ccccc1SCc1cn2cc(Br)ccc2n1 | -1.9% | 10% | -11% | -1.5% | -5% | 2% | 8% | 5.9% | -4%
O=C(Nc1cccc(-c2nnn(CC(=O)N3CCc4ccccc4C3)n2)c1)C1CCC1 | -1.8% | -1% | -7% | -3.2% | 2% | 8% | 7% | 20% | 3%
CCn1cc(S(=O)(=O)Nc2ncccn2)cn1 | 1.2% | -1% | -9% | . | 2% | 24% | 6% | 1.0% | 1%
Cc1ccnn1CCSCC(=O)O | 10% | 8% | 1% | 1.5% | -2% | -6% | 12% | -1.0% | -3%
O=C(NNC(=O)C1CCN(c2ncccn2)CC1)c1ccccc1 | 1.0% | 11% | -9% | -2.2% | 0% | 18% | 5% | 0.6% | -1%
COc1ccc(CN2C(=O)C(C)S/C2=N/N=C/c2ccco2)cc1 (stereo not drawn) | -0.4% | 8% | . | . | 7% | 21% | . | 3.0% | -3%
CC1CC(=O)Nc2ccccc2N1S(=O)(=O)c1cccs1 (stereo not drawn) | -0.3% | 5% | . | . | -1% | 3% | . | 1.4% | -3%
CC1CCCCN1c1ncnc2ccccc12 (stereo not drawn) | -0.9% | 6% | -4% | -4.7% | -2% | 1% | 1% | 3.1% | -2%
CCOc1ccc(OCC)c2sc(C)nc12 | 0.0% | -1% | -2% | -9.5% | -5% | 18% | 10% | 5.6% | -3%
O=S(=O)(Cc1ccccc1)N1CCN(C2Cc3ccccc3C2)CC1 | 0.3% | 4% | -7% | -6.3% | 4% | 6% | 10% | 0.5% | -4%
O=C(NC1=NCCS1)c1ccc([N+](=O)[O-])cc1Cl | -0.1% | -1% | -2% | -7.8% | 2% | 5% | 1% | 0.2% | -3%
OCC1(CCc2ccccc2)CCN(Cc2c(F)ccc(F)c2F)CC1 | 1.1% | -2% | -11% | 0.4% | 2% | 10% | -1% | 1.1% | -4%
Cc1cccc(Cn2cnc3c(nnn3Cc3ccc(Cl)cc3)c2=O)c1 | -2.5% | -7% | -5% | -4.5% | 2% | 9% | -5% | 2.9% | -1%
COc1ccccc1NC(=O)C(O)C(O)C(=O)Nc1ccccc1OC (stereo not drawn) | 1.0% | 5% | -5% | -3.4% | 5% | 5% | 7% | 0.6% | 0%
CC(C)(C)N=C1NN=C(c2ccc(Cl)cc2)CS1 | 1.3% | -23% | -8% | . | 1% | 10% | 4% | 11% | 6%
COc1ccc(NC(=O)Nc2ccon2)c(OC)c1 | -0.4% | ? | 6% | -8.0% | 0% | 7% | 13% | 1.2% | -5%
O=C(N/N=C/c1cc2c(cc1Br)OCO2)c1ccccn1 | 0.3% | 0% | . | . | -2% | 12% | . | 1.7% | -2%
Cc1nc2ccccc2n1C(=O)c1ccc(Cl)cc1[N+](=O)[O-] | 1.6% | 0% | -8% | -91% | 2% | 10% | 8% | 0.4% | -6%
CC(=O)c1ccc(N2CCN(C(=O)c3noc4c3CSc3ccccc3-4)CC2)cc1 | 3.2% | -4% | -9% | . | 0% | 13% | 10% | ? | 4%
Nc1nc2n(n1)C(c1ccco1)CC(c1ccc(Cl)c(Cl)c1)N2 (stereo not drawn) | 1.2% | 10% | 7% | -2.4% | -4% | 8% | 12% | -0.2% | 3% | NS5 inhibitors pilot replicate=-4.7
Cc1ccc(CCNS(=O)(=O)c2cc3c(cc2C)NC(=O)CO3)cc1 | 0.3% | -2% | -10% | . | 3% | -6% | 7% | 0.2% | -10%
C[C@H](NC(=O)[C@H]1N2C(=O)c3ccccc3C2SC1(C)C)C(=O)N1CCC[C@H]1C(=O)O (stereo partly drawn) | 1.2% | 4% | 1% | . | -6% | 6% | -1% | -0.1% | -11%
CC(=O)COc1nc2c(c(-c3ccco3)c1C#N)CCc1ccccc1-2 | 4.1% | 12% | . | . | 5% | 6% | . | ? | -7%
CCOC(=O)N1CCN(S(=O)(=O)c2ccc(C(=O)NNc3nc4cc(C)cc(C)c4s3)cc2)CC1 | 4.4% | 3% | -5% | -4.8% | -13% | 20% | 3% | -1.3% | 3%
CNC(=O)c1c(NC(=O)C2=COCCO2)sc2c1CCN(C(=O)OC)C2 | . | . | -7% | . | . | 13% | 10% | -0.3% | .

(list continues)
SMILES | HIV fusion peptide | AID2073 | NS5 inhibitors | XIAP antagonists | SIAH1 antagonists | Large T inhibition | MgcRacGAP inhibition | RSV antiviral HEp-2 | LYP inhibition | others
CC(C)c1ccc(N2CCN(C(=O)c3ccccc3NC(=O)/C=C\C(=O)O)CC2)cc1 | 2.3% | -1% | 20% | -5.7% | -7% | 22% | 5% | 1.1% | -5%
CCOC(=O)Nc1sc(C(=O)N(CC)CC)c(C)c1C(=O)OCC | -1.2% | -28% | -2% | -0.8% | 6% | 16% | 9% | 1.2% | -1%
CN(C)/C=C(\C#N)S(=O)(=O)c1ccccc1 | 1.8% | -2% | -5% | -2.2% | 3% | 8% | 5% | 1.2% | -6%
CCN(CC)CCCN(Cc1cc2cc(OC)c(OC)cc2[nH]c1=O)C(=O)Nc1ccccc1 | 3.0% | 7% | -4% | -3.0% | -3% | 18% | 5% | 0.0% | -6% | NS5 inhibitors pilot replicate=-2.4
O=C(C1CC1)N1N=C(c2ccc(Br)cc2)CC1(O)C(F)(F)F (stereo not drawn) | 1.6% | 8% | -6% | . | -2% | 12% | 1% | 3.5% | -4%
CC(C)Cc1nc(SCC(=O)Nc2nnc(CC(C)C)s2)n[nH]1 | -1.2% | 7% | 3% | . | 1% | 16% | 5% | 2.2% | -11%

Source: PubChem
